High-throughput results: PubChem BioAssay, National Center for Advancing Translational Sciences (NCATS)
12-LOX inh = Primary qHTS assay for inhibitors of human arachidonate 12S-lipoxygenase (ALOX12): Round 2; purified 12hLO, xylenol orange hydroperoxide absorbance; Potency, µM (series often up to 108 µM), for the others: at the top dose activity change, negative = inhibition, usual class: inhibitors; hit rate 1.1% among 580,000; Polyunsaturated fatty acid lipoxygenase ALOX12 (Homo sapiens), P18054; active = well fitted inhibition curve with a large enough effect; inconclusive = small, poorly fitted or top-dose-only effect, or another doubt; inactive = no such curve, though single readings can be large or run the other way
Target sequence (P18054 whole entry, looked up): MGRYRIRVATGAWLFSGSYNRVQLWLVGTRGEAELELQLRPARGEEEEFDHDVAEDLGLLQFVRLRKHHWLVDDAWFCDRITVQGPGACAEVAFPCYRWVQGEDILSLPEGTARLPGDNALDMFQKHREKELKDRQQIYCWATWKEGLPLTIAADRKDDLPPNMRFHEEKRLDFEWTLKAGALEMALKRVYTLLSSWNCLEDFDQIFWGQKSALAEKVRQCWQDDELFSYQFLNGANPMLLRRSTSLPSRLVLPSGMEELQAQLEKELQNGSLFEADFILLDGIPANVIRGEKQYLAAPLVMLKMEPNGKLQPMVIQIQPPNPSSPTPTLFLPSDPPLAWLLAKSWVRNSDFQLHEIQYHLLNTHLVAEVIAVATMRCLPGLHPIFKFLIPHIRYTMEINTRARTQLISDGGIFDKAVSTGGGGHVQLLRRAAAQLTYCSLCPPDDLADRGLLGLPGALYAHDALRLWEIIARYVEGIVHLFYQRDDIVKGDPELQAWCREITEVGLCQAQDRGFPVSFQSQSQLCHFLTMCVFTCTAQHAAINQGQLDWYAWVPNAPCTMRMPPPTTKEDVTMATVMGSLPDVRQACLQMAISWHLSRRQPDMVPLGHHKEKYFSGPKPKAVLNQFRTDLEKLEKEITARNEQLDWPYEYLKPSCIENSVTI
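Hydroperoxide product was detected by ferrous iron/xylenol orange as the 573 to 405 nm absorbance ratio. Arachidonic acid at 40 uM (final) was turned over for 30 min at room temperature by 150 nM human 12hLO, pH 7.0 Hepes buffer, after 15 min compound preincubation.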
Starred values were filed as active, the others as inactive; ? = inconclusive; [ ] = dose if it differs, or a comment. % is scaled to controls: 0 for no effect and ±100 for the full control effect; potency is read from the fitted curve at half-maximal effect. A portion of the library; count on the stated rates, not on these rows.

SMILES	12-LOX inh
O=C(Cc1ccc2c(c1)OCO2)N1CCc2[nH]nc(-c3ccccc3F)c2C1	5.9%
COc1ccc(-c2ccc3c(n2)CN(CCOc2ccccc2)C(=O)CO3)cc1	?
S=C(NN=C1CCCCC1=NNC(=S)N1CCOCC1)N1CCOCC1	?
Cc1cccc(C(=O)N2CCc3nnc([C@@H]4C[C@@H](O)CN4C(C)C)n3CC2)c1	55.8%[activator]
COc1ccc(-c2cc3nc4c(c(=O)n3[nH]2)CN(C(=O)c2cc(CN3CCOCC3)on2)CC4)cc1	37.4%[activator]
CC1CCCN(S(=O)(=O)c2ccc(C(=O)Nc3nnc(C4=COCCO4)o3)cc2)C1 (stereo not given)	-7.9%
Clc1ccc(CNC2(Cc3cc(COc4ccccc4)on3)COC2)cc1	9.5%[176 µM]
COc1ccccc1C(=O)N1CC(CNc2ccccc2)C2(C1)CN(c1ccccc1)C2 (stereo not given)	-19.2%[176 µM]
CCCCCc1ccc(-c2ccc(/C=C/C#N)cc2)nc1	6.8%
CC(C)NC(=O)C(=O)Nc1ccc2c(c1)N(C)C(=O)CO2	22.0%
COc1ccc(-c2nc(CSC(C)C(=O)Nc3ccccc3)co2)cc1 (stereo not given)	-7.0%
O=C1CCCC2=C1C(c1ccccc1F)n1nnnc1N2 (stereo not given)	-7.9%
Cc1ccc(CNC(=O)N2CCC(Cc3ccc(C(=O)NC4CC4)cc3)CC2)cc1	13.0%
COc1ncccc1-c1cc(C(=O)NCCN2CCOCC2)c2c(c1)ncn2C	5.7%[176 µM]
CCOc1cccc(CN(C)C2CCc3nn(CC4CC4)c(=O)n3CC2)c1 (stereo not given)	95.1%[activator]
Cc1cc(NC(=O)N(Cc2ccncc2)C2CC2)no1	26.7%
CC(C)NC(=O)c1ccccc1CSc1nc2ccccc2o1	-26.1%
Cc1ccc(/C=N/NS(=O)(=O)c2ccc(C)c([N+](=O)[O-])c2)o1	-17.1%
CC(C(=O)NCc1ccccc1)n1c(CSCCOc2ccccc2)nc2ccccc21 (stereo not given)	18.1%
CCOc1ccc(-c2nc(C#N)c(N3CCC(C)CC3)o2)cc1	-23.2%

Molecules listed so far that have sulfur:
SMILES	12-LOX inh
S=C(NN=C1CCCCC1=NNC(=S)N1CCOCC1)N1CCOCC1	?
CC1CCCN(S(=O)(=O)c2ccc(C(=O)Nc3nnc(C4=COCCO4)o3)cc2)C1 (stereo not given)	-7.9%
COc1ccc(-c2nc(CSC(C)C(=O)Nc3ccccc3)co2)cc1 (stereo not given)	-7.0%
CC(C)NC(=O)c1ccccc1CSc1nc2ccccc2o1	-26.1%
Cc1ccc(/C=N/NS(=O)(=O)c2ccc(C)c([N+](=O)[O-])c2)o1	-17.1%
CC(C(=O)NCc1ccccc1)n1c(CSCCOc2ccccc2)nc2ccccc21 (stereo not given)	18.1%

(listing goes on)
SMILES	12-LOX inh
CC(C)NC(=O)/C=C/c1ccc(Br)cc1	4.6%
O=c1c2sccc2ncn1Cc1coc(-c2cccc(Cl)c2)n1	-4.5%
CN(C)C(=O)N1CCN(C2CCNCC2)C(=O)C1	-12.7%[12.5 µM]
CC1CCCN(C(C)C(=O)N(C)CC(=O)Nc2ccccc2C(F)(F)F)C1 (stereo not given)	?
Cn1cc(CN2CC3(COCC(=O)N(Cc4cccc(OC(F)(F)F)c4)C3)C2)cn1	-31.3%[176 µM]
CCOC(=O)C1=CN(Cc2ccc(Cl)cc2)C=C(C(=O)OCC)C1c1cccc(O)c1	?
CN1C(=O)CS(=O)C12CCNCC2 (stereo not given)	4.4%
CCc1ccc(OCC(=O)Nc2onc3c2CC(C)CC3)cc1 (stereo not given)	-14.4%
O=C(NC1CCCC1)c1cccc2c1CCN2S(=O)(=O)c1ccccc1	-0.4%
OCc1cccc(-c2cc(-c3cccnc3)c3cncn3c2)c1	39.8%[activator][176 µM]
CNC(=O)c1cc(S(=O)(=O)N2CC[C@H](CO)[C@H](O)C2)cs1	32.6%[activator]
Cn1cnc(S(=O)(=O)N2CCC(c3noc(-c4cnccn4)n3)C2)c1 (stereo not given)	-1.3%
CC1CCN(c2oc(-c3ccc([N+](=O)[O-])cc3)nc2C#N)CC1	19.0%
CCC(c1cccs1)N1C(=O)[C@H]2CN(S(=O)(=O)c3ccc(F)cc3)C[C@H]2C1=O (stereo not given in full)	11.1%
O=C(Cn1ccn2nc(-c3ccc(F)cc3)c(CO)c2c1=O)NCc1ccccc1	7.3%
O=C(N[C@H](C(=O)N1CCC[C@H]1C(=O)NC1CCCC1)C1CCCCC1)c1ccco1	5.1%
O=C1CC(c2ccccc2O)Cc2c1cnn2-c1nc2ccccc2[nH]1 (stereo not given)	-0.3%
O=C(/C=C/c1cccc(Br)c1)c1ccc(N2CCOCC2)cc1	?
CCC(=O)c1sc(Nc2ccc(Cl)cc2C)nc1N	-19.9%
CCCN(Cc1ccccc1)C(=O)c1cc2ccccc2oc1=O	6.8%
O=C(NCc1cccnc1N1CCOCC1)c1n[nH]c2c1CCCC2	2.1%
O=C1N(C2CCN(C3CCC3)CC2)C(c2ccncc2)C12CCCCC2 (stereo not given)	14.5%
CCOc1ccccc1C1NC(=O)N(CC(=O)Nc2cccc(F)c2)C2=C1C(=O)OC2 (stereo not given)	5.5%
N#CCCN(C(=O)Cn1nc(C(=O)O)c2ccccc2c1=O)c1ccccc1F	?
NC(=O)Cc1c[nH]c2ncc(-c3ccc4c(c3)OCO4)cc12	-1.1%[176 µM]
Cc1cnc(CC2CCN(S(=O)(=O)c3cccs3)C2)n1CC1CC1 (stereo not given)	18.6%
CC(C)C(NC(=O)c1ccccc1)C(=O)N[C@@H](C)c1nnc2ccccn12 (stereo not given in full)	17.1%
C/C=C(\C)C(=O)O[C@H]1CC(C)=C2C(=O)C=C(C)C2[C@@H]2OC(=O)[C@@](C)(OC(=O)C=C(C)C)C21 (stereo not given in full)	18.3%
CCC(C)c1ccc(NC(=O)COC(=O)CCC2CCCC2)cc1 (stereo not given)	-0.9%
Cc1cnc(C)c(N2CCN(C(=O)CCCc3c[nH]c4ccccc34)CC2)n1	-2.5%
Cn1c(Sc2ncnc3scc(-c4ccccc4)c23)nnc1C(F)(F)F	-22.4%
NC(=O)[C@H](Cc1ccc(O)cc1)NC(=O)C1=C[C@@H](NS(=O)(=O)c2cccs2)[C@@H](O)[C@H](O)C1	32.0%
COCC(=O)N(C1CCOCC1)C1CCN(C(=O)c2ccc(OC)nc2)CC1	61.0%[activator]
CNC(=O)c1nn(CC(=O)Nc2ccc(OC)cc2OC)c(=O)c2ccccc12	-4.3%
CCCC(C)NC(=O)COc1cc2oc(=O)cc(-c3ccccc3)c2cc1Cl (stereo not given)	?
CC(c1ccc(F)c(F)c1)N(C)CCS(=O)(=O)CCC(N)=O (stereo not given)	-5.8%
Cc1ccc2c(c1)N1C(=O)OC[C@@H]1CCN(C(=O)c1ccc(C#N)cc1)C2	17.4%[176 µM]
CCCCS(=O)(=O)N1CCCc2nc(C)c(C)cc21	-21.4%
FC1(F)C[C@@H](c2nnc(C3CC3)o2)N(C2CCSCC2)C1	-10.6%
CC1(C)CNC(=O)c2nc(CCSCc3ccco3)[nH]c2C1	71.9%[activator]
Cc1cc(C)c2c(n1)SCCN2C(=O)CCC(=O)NCc1cccc(Br)c1	6.4%
CCc1ccc(CNC(=O)CCC2CCCN(S(=O)(=O)c3ccccc3C)C2)cc1 (stereo not given)	-12.1%
O=C(Cn1ncc2ccccc2c1=O)NC1CCCc2c1[nH]c1ccccc21 (stereo not given)	28.2µM*
CS(=O)(=O)NC[C@H]1O[C@@H](CO)[C@@H](O)C1N1CCN(c2ccccc2)CC1 (stereo not given in full)	?
Cc1noc(-c2ccc(OC(F)(F)F)cc2)c1C(=O)NCc1ccccc1Cl	80.2%[activator]
Cn1cccc1C(=O)N1CCn2c(nnc2[C@@H]2C[C@@H](O)CN2Cc2ccccc2)C1	27.0%
COc1ccccc1-c1nnc(SCc2csc(Nc3ccc(C)cc3)n2)o1	39.8µM*
Cc1nn2c(c1-c1ccccc1Oc1ccccc1)N(C(=O)Cc1ccc(O)cc1)CCC2	-11.9%[176 µM]
COc1ccc(S(=O)(=O)N2[C@@H]3CC[C@H]2CC(NC(=O)c2ccncc2)C3)cc1 (stereo not given in full)	?
Clc1ccc(NCCN2CCCC2)cc1	?
O=C(CSc1cn(Cc2ccc(F)cc2)c2ccccc12)N1CCCC1	?
CCc1nn(-c2ccccc2)c(Oc2cccc(C)c2)c1CCC(=O)N1CCOCC1	7.2%
COc1ccc(-n2nc(C3CCCN(C(=O)Cc4ccccn4)C3)[nH]c2=O)cc1 (stereo not given)	-7.7%
NC(=O)c1oc2ccccc2c1NC(=O)C(=O)O	11.5%
CCN(C(=O)CC1COc2ccc(C(=O)N(C)C)cc2N1C)C1CCOCC1 (stereo not given)	30.2%[activator]
COCCN1C(=O)[C@@H]2C[C@@H](CN2C(=O)c2ccccn2)Oc2ccccc21	-22.6%[176 µM]
CCc1nnc([C@@H]2CC(F)(F)CN2C(=O)c2noc(C)c2COC)o1	32.0%
N#C/C(=C\c1ccc(-c2cc(Cl)ccc2Cl)o1)c1nc2ccccc2[nH]1	?
COc1ccccc1-c1onc(C)c1C(=O)NCCC(c1ccccc1)c1ccccc1	?
COC1CCN(Cc2ccc(C)cc2)CC1	-8.2%

The list goes on; the last six above are carried over.
SMILES	12-LOX inh
CCN(C(=O)CC1COc2ccc(C(=O)N(C)C)cc2N1C)C1CCOCC1 (stereo not given)	30.2%[activator]
COCCN1C(=O)[C@@H]2C[C@@H](CN2C(=O)c2ccccn2)Oc2ccccc21	-22.6%[176 µM]
CCc1nnc([C@@H]2CC(F)(F)CN2C(=O)c2noc(C)c2COC)o1	32.0%
N#C/C(=C\c1ccc(-c2cc(Cl)ccc2Cl)o1)c1nc2ccccc2[nH]1	?
COc1ccccc1-c1onc(C)c1C(=O)NCCC(c1ccccc1)c1ccccc1	?
COC1CCN(Cc2ccc(C)cc2)CC1	-8.2%
COCCN1C(=O)[C@@H]2C[C@@H](CN2Cc2ccccc2F)Oc2ccccc21	-25.1%[176 µM]
COCc1noc([C@@H]2CC(F)(F)CN2C(=O)CCn2cccn2)n1	50.6%[activator]
CCN(CC)CCn1c(C)c(C)c2c1ncn1nc(CSc3nc4ccccc4o3)nc21	-23.3%
COc1ccccc1C(=O)N1CCC2(CN[S+](=O)([O-])c3cccnc3O2)C1 (stereo not given)	-1.2%[6.33 µM]
CCOC(=O)N1CCN([C@H]2CS(=O)(=O)C[C@@H]2S(=O)(=O)c2ccccc2)CC1	?
CC(C)n1nc(C(=O)Nc2ccc(Oc3ccccc3)cc2)c2ccccc2c1=O	0.0%
Cc1noc(C)c1-c1cc(Nc2ccccc2)ncn1	?
Cc1nc2ccccc2nc1CN1CCOc2ccc(CN3CCc4sccc4C3)cc2C1	-3.7%
C[S+](=O)([O-])c1ccc(-c2nccc3c(=O)cc(-c4ccncc4)oc23)cc1	?
CCc1ccccc1NC(=O)C(CC)CC	-51.7%
CCC1CN(CC(=O)Nc2cc(OC)c(OC)c(OC)c2)c2ccccc2S1 (stereo not given)	-19.8%
COc1ccc2cc(C(=O)N3CCN(C(=O)N4CC5CC(C4)[C@H]4CCCC(=O)N4C5)CC3)[nH]c2c1 (stereo not given in full)	13.8%
Cc1cccc(OC(=O)c2ccccc2Cl)c1C	-5.3%
O=C(CN1CCC(Cc2ccccc2)CC1)c1c[nH]c2ccccc12	?
Cc1ccc(-c2cc(Nc3cccc(C(=O)N(C)Cc4ccccc4)c3)ncn2)cc1	?
Cc1noc2c(NC(C)C)cc(-c3cccc(C(F)(F)F)c3)nc12	?
C=CCc1ccccc1OCCN(C)Cc1cnc2ccccc2n1	55.1%[activator]
COCCNC(=O)CCc1cc2cc(OC)ccc2[nH]c1=O	36.4%[activator]
CCCNC(=O)c1cc2cc(N(C)S(C)(=O)=O)ccc2s1	-22.8%
CC1CCN(CCNC2CCCC2)CC1	?

2 entries drawn at random from those above, as already listed:
SMILES	12-LOX inh
COc1ccc2cc(C(=O)N3CCN(C(=O)N4CC5CC(C4)[C@H]4CCCC(=O)N4C5)CC3)[nH]c2c1 (stereo not given in full)	13.8%
COCc1noc([C@@H]2CC(F)(F)CN2C(=O)CCn2cccn2)n1	50.6%[activator]

Additional structures follow:
SMILES	12-LOX inh
C[C@@H]1CN(C(=O)c2ccc(-c3ccn[nH]3)cc2)CC[C@@]1(O)C1CCOCC1	61.5%[activator]
CCCCc1cc(=O)oc2cc(OCC(=O)Nc3ccc(C(N)=O)cc3)ccc12	?
Cc1noc(C)c1-c1cc2c(cc(-c3ccccc3)n2C)c(Nc2ccncn2)n1	10.1%[176 µM]
COc1ccccc1CN1CCCC2(CCN(C(=O)c3cccc(F)c3)CC2)C1	-3.5%[57.4 µM]
Cc1ccc(C)c(-n2c(Cc3cc(=O)[nH]c(=O)[nH]3)nnc2SCC(=O)c2ccccc2)c1	?
CCCOP(=O)(OCCC)c1nc(-c2ccccc2)oc1NC	?
CCOc1cccc(C=Nc2cccc3ccccc23)c1	?
CC(C)C(=O)N1CCC(Oc2ccc3c(cnn3CCC(=O)O)c2)CC1	-2.8%[176 µM]
O=C(O)C1CC(=O)N(c2ccc(S(=O)(=O)Nc3ccc(F)c(F)c3)cc2)C1 (stereo not given)	?
COc1cccc(CC(=O)N[C@@H]2CN(c3ncccn3)C[C@H]2CO)c1	?
COc1ccc(CN2C(=O)[C@@H]3C[C@@H](O)CN3C3(CN(Cc4ccc(NC(C)=O)cc4)C3)C2=O)cc1	11.5%
CNC(=O)CCn1ncc2cc(OCc3ccccc3-c3cccc(O)c3)ccc21	?
C[C@H](NC(=O)c1ccccn1)C(O)c1nc2ccccc2[nH]1 (stereo not given in full)	22.4%
CCCNC(=O)N(C1CCOCC1)C1CCN(C(=O)c2ccc(F)c(F)c2)CC1	23.7%
N#Cc1ccccc1COc1ccc(Cl)c2ccccc12	-17.5%
COc1cc(NC(=O)CCSc2nc(-c3ccco3)cc(C(F)(F)F)n2)cc(OC)c1OC	-0.6%
